Bioassay records (PubChem BioAssay)
CHT PAM – allosteric activators of human choline transporter CHT. B-score at 10 µM. AID 488977. Q9GZV3. CHT-expressing cells, membrane potential dye, choline EC20; active compounds read high; LV-AA mutant CHT in HEK293 cells. 310,000 tested, 0.49% active;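 active = initial fluorescence not abnormally high and integrated response B-score, plate-corrected, over 3 SD above library mean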
Target sequence (Q9GZV3 whole entry, looked up): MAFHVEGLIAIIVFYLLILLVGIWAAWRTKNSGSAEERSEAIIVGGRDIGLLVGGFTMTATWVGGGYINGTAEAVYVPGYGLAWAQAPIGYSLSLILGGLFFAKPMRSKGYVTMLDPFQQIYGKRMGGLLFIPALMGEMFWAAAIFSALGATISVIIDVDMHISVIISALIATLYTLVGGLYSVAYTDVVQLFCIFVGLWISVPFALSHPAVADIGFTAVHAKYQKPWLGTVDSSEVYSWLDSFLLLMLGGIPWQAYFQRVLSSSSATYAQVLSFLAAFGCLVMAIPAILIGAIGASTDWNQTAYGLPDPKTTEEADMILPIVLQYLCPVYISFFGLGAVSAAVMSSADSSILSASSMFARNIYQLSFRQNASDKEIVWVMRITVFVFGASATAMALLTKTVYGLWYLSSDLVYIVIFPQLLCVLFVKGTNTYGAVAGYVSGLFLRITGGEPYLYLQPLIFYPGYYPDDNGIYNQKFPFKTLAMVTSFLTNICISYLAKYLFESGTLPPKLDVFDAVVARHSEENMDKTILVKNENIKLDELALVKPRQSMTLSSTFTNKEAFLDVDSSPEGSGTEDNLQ
OX1R antag – human HCRTR1 antagonism; O43613; inhibition, % at 5 µM; CHO/OX1R cells, Fluo-8 calcium fluorescence, orexin A; 330,000 tested, 0.43% active;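 active = inhibition above its plate's threshold, mean inhibition of all tested compounds on the plate plus 3 SD, cut at about 37% in these data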;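 note: 0% = orexin A challenge wells and 100% = SB-334867-A antagonist wells; not every result past the cut was called active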
Target sequence (O43613 whole entry, looked up): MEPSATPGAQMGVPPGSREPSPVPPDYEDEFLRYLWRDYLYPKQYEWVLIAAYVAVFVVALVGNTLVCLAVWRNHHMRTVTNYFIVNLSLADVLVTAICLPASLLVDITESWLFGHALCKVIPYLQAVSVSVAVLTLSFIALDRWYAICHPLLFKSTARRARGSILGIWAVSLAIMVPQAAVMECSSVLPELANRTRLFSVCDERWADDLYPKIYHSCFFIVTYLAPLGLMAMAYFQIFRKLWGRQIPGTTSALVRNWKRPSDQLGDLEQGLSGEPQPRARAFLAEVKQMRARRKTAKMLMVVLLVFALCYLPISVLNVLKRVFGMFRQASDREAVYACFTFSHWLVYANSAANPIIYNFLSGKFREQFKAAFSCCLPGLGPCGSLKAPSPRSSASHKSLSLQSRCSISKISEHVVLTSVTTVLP
* = called active by the depositor.

Screening Cc1ccc(-c2cn3c(n2)SCC3)cc1 returned CHT PAM inactive and OX1R antag -14.
CC(=O)CSc1nnc(-c2ccc3c(c2)OCO3)o1 was read as CHT PAM inactive and OX1R antag -6.
For COc1ccc(NC(=O)COc2nsnc2N2CCCCC2)cc1 the results were CHT PAM inactive and OX1R antag -9.
Screening COCCCNC(=S)N1CCN(C(=O)c2ccco2)CC1 returned CHT PAM inactive and OX1R antag 7.
For COc1ccc(C2=NS(=O)(=O)N(C)C(C(=O)NCc3cccs3)=C2)cc1OC the results were CHT PAM inactive and OX1R antag -10.
Screening CCc1ccc(Nc2ncc3c(n2)CC(C)CC3=O)cc1 (configuration not stated) returned CHT PAM inactive and OX1R antag -10.
CNC(=O)CN1C(=O)COc2ccc(S(=O)(=O)N3CCCCCC3)cc21 was read as CHT PAM inactive and OX1R antag -9.
CC(C)CC(COCc1ccc(Cl)cc1)N1CCN(C(=O)c2cccc(C(F)(F)F)c2)CCC1=O (configuration not stated) was read as CHT PAM inactive and OX1R antag -31.
CCOC(=O)N1CCN(C(=S)Nc2ccc(C)cc2C)CC1 was read as CHT PAM inactive and OX1R antag -11.
NC(=O)c1cc(S(=O)(=O)N2CCc3ccccc3C2)cs1 was read as CHT PAM inactive and OX1R antag -32.
For Cc1cccc(C(=O)NCCN2CCOCC2)c1[N+](=O)[O-] the results were CHT PAM inactive and OX1R antag -2.
For Cc1ccc(S(=O)(=O)N2CCN(C(=O)CN3C(=O)NC(C)(c4ccc(Cl)cc4)C3=O)CC2)c(C)c1 (configuration not stated) the results were OX1R antag 5.
Screening COc1ccccc1CN(C)C(=O)c1cc(-c2cccs2)nc2ccccc12 returned CHT PAM inactive and OX1R antag -26.
`N#CCCn1cc(C(N)=O)c(-c2ccc3ccccc3c2)n1` gave CHT PAM inactive and OX1R antag 7.
`CC[C@@H](C)C(NC(=O)OC(C)(C)C)c1cn([C@@H](Cc2ccc(O)cc2)C(=O)N2CCN(C(=O)OC(C)(C)C)CC2)nn1` (some centres not stated) gave CHT PAM inactive and OX1R antag -21.
Screening Cc1cccc2c(C(=O)Nn3cnnc3)cc(-c3ccccc3Cl)nc12 returned CHT PAM inactive and OX1R antag -14.
CCOc1ccc(NC(=O)CN(C)C(=O)c2c(C)nn(-c3ccc(F)cc3)c2Cl)cc1OCC was read as CHT PAM inactive and OX1R antag -21.
Cn1nc(C(=O)Nc2ccccc2N2CCOCC2)ccc1=O was read as OX1R antag -7.
O=C(c1ccc(N2CCOCC2)c([N+](=O)[O-])c1)N1CCCC(C(F)(F)F)C1 (configuration not stated) was read as CHT PAM inactive and OX1R antag -19.
For O=C(O)CSc1nnc(-c2ccccc2)c(-c2ccccc2)n1 the results were CHT PAM inactive and OX1R antag -2.
Screening CN1C(=O)/C(=C2\SC(N3CCCCCC3)=NC2=O)c2ccccc21 returned CHT PAM inactive and OX1R antag -22.
`O=C(C[n+]1ccccc1)c1ccc(Cl)cc1` gave CHT PAM inactive and OX1R antag -17.
`Cc1cc(C(F)(F)F)nn1CC(=O)N(C)c1ccccc1` gave CHT PAM inactive and OX1R antag -2.
For COc1cc(/C=C2\C(=N)N3N=C(S(C)(=O)=O)SC3=NC2=O)cc(OC)c1OCCOc1ccc(C)cc1 the results were CHT PAM inactive and OX1R antag -18.
Screening CCC(C)NC(=O)NCc1ccccc1F (configuration not stated) returned CHT PAM inactive and OX1R antag -16.
Screening Cc1ccccc1NC(=O)NC1(C(=O)NCc2ccco2)CCCCC1 returned CHT PAM inactive and OX1R antag -6.
Screening O=C(c1ccco1)N1CCN(S(=O)(=O)N2CCOCC2)CC1 returned CHT PAM inactive and OX1R antag -2.
For COc1ccc(N2CC(C(=O)N/N=C/c3ccccc3)CC2=O)cc1 (configuration not stated) the results were CHT PAM inactive and OX1R antag -16.
Screening CCOC(=O)c1[nH]c2ccc(Br)cc2c1NC(=O)CCN1CCOCC1 returned CHT PAM inactive and OX1R antag -10.
`CC1CC(C)CN(c2ccc(-n3cnnn3)cc2[N+](=O)[O-])C1` (configuration not stated) gave CHT PAM inactive and OX1R antag -3.
For Cc1ccc(-c2nnc(Nc3ccccc3)o2)cc1 the results were CHT PAM inactive and OX1R antag -1.
Screening CCOc1ccc2cc(S(=O)(=O)n3ccnc3C)ccc2c1 returned CHT PAM inactive and OX1R antag -3.
O=C(NCc1ccccc1Cl)c1ccc2ccccc2n1 was read as CHT PAM inactive and OX1R antag -12.
For CCOc1ccccc1N(C(=O)c1snc(C(N)=O)c1N)C(C(=O)NC1CCCC1)c1cccs1 (configuration not stated) the results were CHT PAM inactive and OX1R antag -31.
Screening CSCc1ccc(C(=O)Nc2cc(C)cc(C)c2)cc1 returned CHT PAM inactive and OX1R antag -21.
COC(=O)C1=CN(c2ccc(F)cc2)C=C(C(=O)OC)C1c1ccc(O)cc1 was read as CHT PAM inactive and OX1R antag -23.
COc1ccccc1-c1sc2cc3c(cc2c1-c1ccc(OCCN2CCOCC2)cc1)OCO3 was read as OX1R antag -7.
`O=C(Nc1cccc(Cl)c1)N(CCCN1CCOCC1)Cc1ccccc1F` gave CHT PAM inactive and OX1R antag -16.
For COC(=O)c1sccc1S(=O)(=O)NC(C)c1cnn(-c2ccc(OC)cc2)c1C (configuration not stated) the results were CHT PAM inactive and OX1R antag -1.
COCCNC(=O)c1cccc(OC2CCN(Cc3cccc(SC)c3)CC2)c1 was read as CHT PAM inactive and OX1R antag -38.
For O=C(NC1CCCC1)C1CCCN(S(=O)(=O)c2cccc3cccnc23)C1 (configuration not stated) the results were CHT PAM inactive and OX1R antag -29.
CN(C)Cc1ccc(F)cc1Sc1ccc(Cl)cc1Cl was read as CHT PAM inactive and OX1R antag -20.
Screening CCOc1cc(/C=C2/C(=N)N3N=C(C)SC3=NC2=O)ccc1OS(=O)(=O)c1ccc(C)cc1 returned CHT PAM inactive and OX1R antag -23.
O=C(O)C1(NS(=O)(=O)c2ccc(F)c(Cl)c2)CCCCC1 was read as CHT PAM inactive and OX1R antag -6.
Screening Cc1csc(=O)n1CCC(=O)OCC(=O)Nc1ccc(Cl)cn1 returned CHT PAM inactive and OX1R antag -21.
Screening O=C(O)c1ccc(CN2CCOCC2)o1 returned CHT PAM inactive and OX1R antag 1.
`Cn1c(SCC(=O)N2CCOCC2)nnc1-c1cccc(NC(=O)c2ccccc2F)c1` gave CHT PAM inactive and OX1R antag -5.
For Cc1cccc(OCC(=O)N2CCN(C(=O)c3cccs3)CC2)c1 the results were CHT PAM inactive and OX1R antag -17.
Screening N#Cc1nc(-c2ccc(OCc3ccccc3)cc2)oc1NCCCn1ccnc1 returned CHT PAM inactive and OX1R antag 1.
`CCOC(=O)NC(CC(=O)O)c1ccc(OC)cc1` (configuration not stated) gave CHT PAM inactive and OX1R antag -2.
CC(C)OP(=O)(OC(C)C)C(Nc1ccccn1)c1ccc(F)cc1 (configuration not stated) was read as CHT PAM inactive and OX1R antag -18.
For N/C(=N\c1nc2ccccc2o1)NC(=O)c1ccc(F)cc1 the results were CHT PAM inactive and OX1R antag -15.
For CC(C)NC(=O)Nc1cccc2c1O[C@H](CN(C)C(=O)NC1CCCCC1)[C@H](C)CN([C@H](C)CO)C2=O the results were OX1R antag -15.
`O=C(NC1CCCc2ccccc21)C1CCN(S(=O)(=O)N2CCCCCC2)CC1` (configuration not stated) gave CHT PAM inactive and OX1R antag -16.
Screening Cc1ccc(C)c(OCC(=O)NCC(C)(C)N2CCOCC2)c1 returned OX1R antag -19.
For O=C(CNCc1ccco1)Nc1cc(S(=O)(=O)N2CCOCC2)ccc1N1CCOCC1 the results were OX1R antag -13.
CCOc1ccc(-c2[nH]ncc2-c2ccc(OC)c(OC)c2)c(O)c1 was read as CHT PAM inactive and OX1R antag -19.
CCOC(=O)c1sc(NC(=O)C(CC)OC(=O)C(CC(C)C)NC(=O)c2ccccc2)nc1C (configuration not stated) was read as CHT PAM inactive and OX1R antag -27.
For Cc1cccc(NC(=O)c2ccc(F)c(S(=O)(=O)NCc3ccco3)c2)c1 the results were CHT PAM inactive and OX1R antag 58*.
Screening O=C(c1ccc(Cl)c(S(=O)(=O)N2CCCCC2)c1)N1CCN(c2ccccc2)CC1 returned CHT PAM inactive and OX1R antag -26.
`CCN(CC1CCCO1)C(=O)C1CCN(C2CCN(Cc3ccccc3C)CC2)CC1` (configuration not stated) gave CHT PAM inactive and OX1R antag -20.
Screening Cc1nnc(NC(=O)CSc2nc3c(c(=O)n(C)c(=O)n3C)n2C(C)C)s1 returned CHT PAM inactive and OX1R antag -15.
Screening COC(=O)COc1ccc(/C=C2\SC(=O)N(CC(=O)Nc3ccccc3F)C2=O)cc1 returned CHT PAM inactive and OX1R antag -6.
`CN(C)c1ccc(C(=O)NNC(=O)c2ccc(Cl)cc2)cc1` gave CHT PAM inactive and OX1R antag -6.
`O=C(Cc1cccs1)Nc1nnc(CCc2ccccc2)s1` gave CHT PAM inactive and OX1R antag -23.
`N#Cc1cccc(NC(=O)N2CCC(c3nc4c(nnn4Cc4cccc(Cl)c4)c(=O)[nH]3)CC2)c1` gave CHT PAM inactive and OX1R antag 2.
`CCOC(=O)c1c(NC(=O)CSc2nc3ccc(C)cc3[nH]2)sc2c1CC(C)(C)NC2(C)C` gave CHT PAM inactive and OX1R antag -39.
For Cc1ccn(CCNC(=O)C2CCC(=O)N(CCc3ccc(Cl)cc3)C2)n1 (configuration not stated) the results were CHT PAM inactive and OX1R antag -7.
For OCCC1CN(Cc2cccc3nccnc23)CCN1Cc1ccc(F)c(F)c1 (configuration not stated) the results were CHT PAM inactive and OX1R antag -20.
CCCCN(Cc1ccco1)C(=O)C1CCCN(c2ncnc3c2nc2n3CCCCC2)C1 (configuration not stated) was read as CHT PAM inactive and OX1R antag 6.
`Cc1ccc(NC(=O)CS(=O)CC(=O)N(c2ccc(C)cc2)C(C)C(=O)NC2CCCCC2)cc1` (configuration not stated) gave CHT PAM inactive and OX1R antag -33.
`CCOc1ccc(C(=O)NCC(=O)OCCN2C(=O)c3ccccc3C2=O)cc1OCC` gave OX1R antag -13.
Cn1c(=O)c2c(ncn2CC(=O)Nc2nc(-c3ccccc3Cl)cs2)n(C)c1=O was read as CHT PAM inactive and OX1R antag 4.
Cc1ccc(-c2nc(C)sc2CC(=O)O)cc1 was read as CHT PAM inactive and OX1R antag -3.
C=CCCC1(C)C(=O)N(c2ccccc2)c2ccccc21 (configuration not stated) was read as CHT PAM inactive and OX1R antag -7.
For Cc1cc(C)c2cc3c(N)c(C(=O)Nc4c(C)[nH]c(=O)[nH]c4=O)sc3nc2c1 the results were CHT PAM inactive and OX1R antag -7.
For Brc1cccc(OCCCN2CCCCCC2)c1 the results were CHT PAM inactive and OX1R antag -26.
For COc1cc(Cl)c(C)cc1NC(=O)CSc1nnc(CN2CCCC2)o1 the results were OX1R antag -14.
Screening C/C(=N\NC(=S)NC(C)C)c1ccc(Cl)s1 returned CHT PAM inactive and OX1R antag -20.
For Cc1ccc(S(=O)(=O)NCc2ccccc2)cc1C(=O)N1CCCC(C(F)(F)F)C1 (configuration not stated) the results were CHT PAM inactive and OX1R antag -25.
CC(C)(C)NC(=O)CN(C(=O)CCN1CCCc2ccccc21)C(C)(C)C was read as CHT PAM inactive and OX1R antag -29.
`Cc1ccc(NC(=S)N/N=C2\CCCCC2C)cc1` (configuration not stated) gave CHT PAM inactive and OX1R antag -23.
CCCCOc1ccc(C(=O)OCC(=O)NC2CCCC2)cc1 was read as CHT PAM inactive and OX1R antag -20.
CCN(CC)S(=O)(=O)c1cc(Cl)ccc1OC was read as CHT PAM inactive and OX1R antag -26.
Screening CCOC(=O)N1CCN(C(=O)CCSc2ccc(Cl)cc2)CC1 returned CHT PAM inactive and OX1R antag -11.
For Cc1n[nH]c(=O)c2c(NC(=O)COC(=O)/C=C/c3cccc(C(F)(F)F)c3)oc(C)c12 the results were CHT PAM inactive and OX1R antag -15.
`COc1ccc(OCc2nn3c(Cn4cnc5ccccc54)nnc3s2)cc1` gave CHT PAM inactive and OX1R antag 4.

Structural class: those above containing an aryl methoxy group
For COc1ccc(NC(=O)COc2nsnc2N2CCCCC2)cc1 the results were CHT PAM inactive and OX1R antag -9.
For COc1ccc(C2=NS(=O)(=O)N(C)C(C(=O)NCc3cccs3)=C2)cc1OC the results were CHT PAM inactive and OX1R antag -10.
Screening COc1ccccc1CN(C)C(=O)c1cc(-c2cccs2)nc2ccccc12 returned CHT PAM inactive and OX1R antag -26.
For COc1cc(/C=C2\C(=N)N3N=C(S(C)(=O)=O)SC3=NC2=O)cc(OC)c1OCCOc1ccc(C)cc1 the results were CHT PAM inactive and OX1R antag -18.
For COc1ccc(N2CC(C(=O)N/N=C/c3ccccc3)CC2=O)cc1 (configuration not stated) the results were CHT PAM inactive and OX1R antag -16.
COc1ccccc1-c1sc2cc3c(cc2c1-c1ccc(OCCN2CCOCC2)cc1)OCO3 was read as OX1R antag -7.
For COC(=O)c1sccc1S(=O)(=O)NC(C)c1cnn(-c2ccc(OC)cc2)c1C (configuration not stated) the results were CHT PAM inactive and OX1R antag -1.
`CCOC(=O)NC(CC(=O)O)c1ccc(OC)cc1` (configuration not stated) gave CHT PAM inactive and OX1R antag -2.
CCOc1ccc(-c2[nH]ncc2-c2ccc(OC)c(OC)c2)c(O)c1 was read as CHT PAM inactive and OX1R antag -19.
For COc1cc(Cl)c(C)cc1NC(=O)CSc1nnc(CN2CCCC2)o1 the results were OX1R antag -14.
CCN(CC)S(=O)(=O)c1cc(Cl)ccc1OC was read as CHT PAM inactive and OX1R antag -26.
`COc1ccc(OCc2nn3c(Cn4cnc5ccccc54)nnc3s2)cc1` gave CHT PAM inactive and OX1R antag 4.
